# Screens (PubChem BioAssay)
# Diaphorase act = activates diaphorase or chemically reduces, flagging diaphorase assay artifacts. AID 1229. Diaphorase/resazurin coupled assay, resorufin fluorescence, 16 min; stronger effect = higher value; 1 = vehicle wells, 0 = NADH-free wells. 190,000 tested, 0.005% active. activation factor at 20 µM;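 active = diaphorase activity raised at least twofold by the compound at 20 µM; inactive = activation factor below 2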
#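 System – purified diaphorase enzyme from Clostridium kluyveri · Input – enzyme 0.07 U/mL final · Also added – final NADH 0.114 mM, resazurin 0.1 mM · Measured by – fluorescence of resorufin, 544 nm excitation, 590 nm emission · Timing – 16 min enzyme reaction, ambient temperature · Measure – resorufin increase flagging diaphorase activators or reducers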
# G6PDH counter = counter-screen for G6PDH assay hits: L. mesenteroides G6PDH inhibition | Purified L. mesenteroides G6PDH, diaphorase/resazurin coupled fluorescence, 45 min | 200,000 tested, 0.12% active | inhibition, % at 5 µM | AID 1020
# DTT redox prof = compounds producing H2O2 with reducing agent – biochemical, NIH compound library profiling, artefact control for MLSCN library redox annotation, primary screen; DTT-dependent redox cycling H2O2, phenol red/HRP absorbance; 100% = 100 µM peroxide control, 0% = buffer; activation, % at 10 µM; 200,000 tested, 0.03% active; AID 878;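 active = activation of at least 50% relative to the plate's high and low controls in the primary single-dose screen; inactive = activation below 50%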;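 also: compound incubated with DTT at 0.8 mM final as the reducing agent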
# Hsp70 activator = switches on Hsp70 transcription; HeLa Hsp70 promoter luciferase reporter, luminescence; scaled: vehicle 0, proteasome-inhibitor control 100%; activation, % at 10 µM; 200,000 tested, 0.04% active; AID 1203;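 active = activation above the mean across all tested compounds plus 3 SD, cutoff set per campaign, cut at about 5.5% in these data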;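 also: 100% = MG132 at 30 µM as the positive control and 0% = DMSO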
# L major viab = Leishmania major promastigote growth inhibition; Leishmania major promastigotes, resazurin fluorescence viability; inhibition, % at 10 µM; 200,000 tested, 9% active;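 also: promastigotes grown with compound for 44 hours at 28 °C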
# PMI act hi M6P = activators of human phosphomannose isomerase at near-saturating mannose 6-phosphate; 190,000 tested, 0.34% active; coupled PMI enzyme assay, resazurin fluorescence, 20 min; stronger effect = higher value; 1 = untreated enzyme, 0 = substrate-free blank; activation factor at 20 µM;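 active = activation factor of 2 or more at 20 µM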
#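 Test system: human phosphomannose isomerase with PGI, G6PDH, diaphorase coupling enzymes; amount: 15 ng/mL PMI; incubation: enzyme reaction with compound 20 min at room temperature; technique: resorufin fluorescence (Ex 544/Em 590 nm) from resazurin via diaphorase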
# TLR4-MyD88 BLA = blocks binding of human TLR4 to MyD88; inhibition, % at 8.4 µM; 200,000 tested, 0.18% active; HeLa CL3-4 TLR4/MyD88 BLA complementation, FRET ratio; AID 861; in the data active = inhibition above about 25%;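 also: 0% = vehicle and 100% = reference inhibitor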
# Target sequence (O00206 whole entry, looked up): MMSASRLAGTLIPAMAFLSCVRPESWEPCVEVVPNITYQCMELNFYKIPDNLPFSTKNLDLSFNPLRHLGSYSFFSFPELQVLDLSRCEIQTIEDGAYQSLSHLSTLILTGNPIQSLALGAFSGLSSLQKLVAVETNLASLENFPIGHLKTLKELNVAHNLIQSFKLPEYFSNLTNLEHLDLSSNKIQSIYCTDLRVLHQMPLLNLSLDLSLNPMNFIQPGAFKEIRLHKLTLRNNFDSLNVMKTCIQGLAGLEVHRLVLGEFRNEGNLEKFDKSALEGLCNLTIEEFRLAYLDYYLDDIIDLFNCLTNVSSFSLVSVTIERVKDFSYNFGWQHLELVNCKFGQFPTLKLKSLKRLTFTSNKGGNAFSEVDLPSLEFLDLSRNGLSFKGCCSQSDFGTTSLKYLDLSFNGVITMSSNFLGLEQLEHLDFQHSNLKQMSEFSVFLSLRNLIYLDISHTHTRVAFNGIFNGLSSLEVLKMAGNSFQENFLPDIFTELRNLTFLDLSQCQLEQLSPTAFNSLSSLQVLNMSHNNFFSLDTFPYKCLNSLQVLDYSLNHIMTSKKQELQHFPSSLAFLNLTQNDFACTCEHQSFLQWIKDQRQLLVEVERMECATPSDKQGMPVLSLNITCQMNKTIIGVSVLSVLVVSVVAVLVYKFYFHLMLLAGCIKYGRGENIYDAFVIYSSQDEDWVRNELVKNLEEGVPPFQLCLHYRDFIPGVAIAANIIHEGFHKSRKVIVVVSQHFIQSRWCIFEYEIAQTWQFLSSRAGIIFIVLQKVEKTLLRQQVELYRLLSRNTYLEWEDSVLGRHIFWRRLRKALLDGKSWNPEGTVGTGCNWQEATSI
# Target sequence (Q99836 whole entry, looked up): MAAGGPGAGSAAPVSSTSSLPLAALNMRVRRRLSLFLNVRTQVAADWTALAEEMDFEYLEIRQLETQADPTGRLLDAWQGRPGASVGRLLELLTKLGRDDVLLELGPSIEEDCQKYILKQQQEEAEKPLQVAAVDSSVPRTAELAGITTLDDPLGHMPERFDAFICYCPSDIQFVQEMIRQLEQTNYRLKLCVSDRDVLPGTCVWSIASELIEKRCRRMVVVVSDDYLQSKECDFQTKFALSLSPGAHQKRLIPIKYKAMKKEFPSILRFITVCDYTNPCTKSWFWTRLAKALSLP
# RAM inhibit = yeast RAM network inhibition; inhibition, % at 50 µM; S. cerevisiae dse1pr::URA3 reporter, 5-FOA growth OD615, 2 d; analog-sensitive cbk1-as2 kinase mutant strain; 190,000 tested, 1.8% active;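 active = inhibition above a set limit, 3 SD over mean compound inhibition, cut at about 8.4% in these data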;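 also: 0% = DMSO-only wells with no growth and 100% = 10 µM 1-NA-PP1 full growth; inhibition rescues growth on 5-FOA so higher OD means more RAM inhibition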
# Diaphorase inh = inhibits diaphorase or chemically oxidizes, flagging diaphorase assay artifacts; diaphorase resazurin-to-resorufin fluorescence, NADH, 16 min; bacterial (C. kluyveri) enzyme, not human; inhibition, % at 20 µM; 190,000 tested, 0.69% active;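 active = primary screen inhibition at 20 µM above a set limit, cut at about 50% in these data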;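 also: plate controls were DMSO with full reaction for no effect and wells lacking NADH for full effect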
#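 Detection: fluorescence of resorufin formed from resazurin, Ex 544/Em 590 nm; test system: Clostridium kluyveri diaphorase enzyme; amount: 0.14 U/mL diaphorase, enzyme working solution; times: 16-min room-temperature incubation before reading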
# PMI activator = activators of human phosphomannose isomerase | activation factor at 20 µM | P34949 | 190,000 tested, 0.005% active | purified human PMI, coupled resazurin fluorescence, 20 min; stronger effect = higher value; 1 = vehicle control, 0 substrate-free wells;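 active = activation factor of 2 or more at 20 µM, relative to plate controls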
# S1P3 antagonist = blocks the human S1P3 receptor | CHO S1P3 NFAT-BLA reporter, FRET fluorescence, antagonist mode | 170,000 tested, 0.27% active | inhibition, % at 4.98 µM | Q99500;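 active = inhibition above the plate cutoff, the mean inhibition of test wells on that plate plus 3 SD, cut at about 28% in these data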;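 also: cells challenged with S1P at its EC80 of 0.8 µM; blue over green emission ratio from cleaved BLA substrate after 4 h stimulation; 0% = S1P-stimulated wells and 100% = unstimulated DMSO-only wells; some compounds past the cut are filed as inactive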
# Active calls of the source: *; x = not tested or not shown. Rule as the data show it, unless noted: active = inhibition above about 50%; inactive = the rest.
SMILES,Diaphorase act,G6PDH counter,DTT redox prof,Hsp70 activator,L major viab,PMI act hi M6P,TLR4-MyD88 BLA,RAM inhibit,Diaphorase inh,PMI activator,S1P3 antagonist
Cn1c(SCCOc2cccc(Cl)c2)nnc1-c1ccncc1,1,10,-0.2,-0.1,-2,1,-5,-0.9,-3,1,2
COc1cc(C(=O)N2CCCc3ccccc32)cc(OC)c1OC,1,4,-0.8,-0.4,-1,0.7,3,0.0,2,1,x
COCCn1c(N/N=C(C)/C=C/c2ccccc2)nc2c1c(=O)[nH]c(=O)n2C,0.8,24,-0.9,0.7,8,1.1,15,4.8,19,1.1,-24
CCOC(=O)C1(Cc2cccc(OC)c2)CCN(C2CCOCC2)CC1,x,-1,-0.8,0.2,81*,x,2,0.2,x,x,-36
COc1ccc(CCNC(=O)C23CN(Cc4ccccc4)CC2C(c2cccc([N+](=O)[O-])c2)=NO3)cc1 (stereo unspecified),0.8,12,-3.1,-0.1,-3,0.9,-16,2.1,23,0.8,x
Cc1onc(-c2c(Cl)cccc2Cl)c1C(=O)Nc1c(C)n(C)n(-c2ccccc2)c1=O,0.9,-5,1.7,0.0,-5,1,4,1.0,8,1.1,-28
CC1=Nn2c(nnc2-c2ccccc2Cl)SC1,0.9,3,0.1,0.1,-2,1.1,6,2.0,7,1.1,-24
COC(=O)Nc1ccc2ncn(C)c(=O)c2c1,0.9,-7,-0.8,0.1,-4,1.1,-1,0.5,5,1.1,x
COc1cccc(C(=O)N(CN2CCCC2=O)c2cccc(Cl)c2)c1,1,1,-0.3,-0.4,2,1.1,0,2.2,4,1.1,-18
Cc1cc2ncn(CCOc3ccccc3C#N)c2cc1C,1,3,0.9,-0.1,6,1,-12,1.6,-5,0.9,3
Cc1c(NC(=O)CS(=O)(=O)c2ccccc2)c(=O)n(-c2ccccc2)n1C,0.9,-8,-0.2,-0.4,-2,1,2,1.0,7,1,-5
O=C(CN1CCOc2ccccc21)NCc1ccccc1,1,6,1.5,0.5,-5,1,2,0.7,4,1.1,-18
COC(=O)C(C)NC(=O)c1ccc(C(C)(C)C)cc1 (stereo unspecified),0.8,8,0.0,-0.2,-7,0.9,2,1.0,17,1,19
COCCN1Cc2cccc(C(=O)Nc3ccc(C)cc3)c2C1=O,0.9,-2,0.6,-0.2,0,0.9,-6,2.4,11,0.9,-1
CC(C)(C)c1ccc(C(=O)NCc2ccc(Cl)cc2)cc1,1.1,2,-4.2,-0.1,0,1.1,-13,3.4,-10,1.1,x
COc1cc(S(=O)(=O)NC2CCCC2)ccc1F,1,2,0.0,-0.3,-8,1,7,-0.2,4,1,x
Cc1ccc(/C([O-])=C(/C(=S)NCc2ccco2)[n+]2ccccc2)cc1,0.7,3,0.6,-0.2,-2,1.2,-6,-1.1,29,1.1,x
CN(C)c1ccc(CN2CCCCCC2)cc1,0.9,13,-1.4,-0.2,0,0.8,8,-0.3,5,0.9,-32
CC(C)CC(NC(=O)C1CCC(C)CC1)C(=O)Nc1ccccn1 (stereo unspecified),0.9,8,-2.4,-0.2,34,0.9,1,2.5,14,1,x
O=c1[nH]c(SCc2ccccc2)nc2ccsc12,1,5,-1.3,-0.2,-8,1.1,-9,3.0,3,1.2,-19
O=C1CCc2cc(S(=O)(=O)NC(Cc3ccccc3)C(=O)NC3CCCC3)ccc2N1 (stereo unspecified),0.9,1,-1.0,-0.4,-1,1,-8,1.1,11,1,-18
CSc1ncccc1C(=O)OCC(=O)NC(C)C,1.1,1,-2.0,-0.2,-4,1.1,-6,1.8,-12,1.1,-27
COc1ccc(-c2nnn(CCc3nn[nH]n3)n2)cc1OC,1,-2,2.0,0.3,-2,1,9,2.1,2,1,-7
CC(C)(C)c1ccc(C(=O)NCC(=O)O)cc1,1,18,-0.3,0.1,-8,0.8,-1,1.5,2,0.9,4
Cc1cc(C(=O)N/N=C/c2ccc3c(c2)OCO3)c(C)n1-c1ccc(F)cc1,0.9,-2,-0.9,-0.3,29,1.3,15,2.8,12,1.5,-13

# Looked up above:
# L major viab result of Cc1cc2ncn(CCOc3ccccc3C#N)c2cc1C → 6
# S1P3 antagonist result of CSc1ncccc1C(=O)OCC(=O)NC(C)C → -27

# Returning to the listing; the 2 compounds before the break are reprinted first.
SMILES,Diaphorase act,G6PDH counter,DTT redox prof,Hsp70 activator,L major viab,PMI act hi M6P,TLR4-MyD88 BLA,RAM inhibit,Diaphorase inh,PMI activator,S1P3 antagonist
CC(C)(C)c1ccc(C(=O)NCC(=O)O)cc1,1,18,-0.3,0.1,-8,0.8,-1,1.5,2,0.9,4
Cc1cc(C(=O)N/N=C/c2ccc3c(c2)OCO3)c(C)n1-c1ccc(F)cc1,0.9,-2,-0.9,-0.3,29,1.3,15,2.8,12,1.5,-13
COc1cc(OC)cc(-n2nc(C(=O)N3CC(C)CC(C)C3)c3ccccc3c2=O)c1 (stereo unspecified),0.8,-2,-4.4,-0.2,12,1,11,0.5,16,1,x
CC(C)n1nc(CC(=O)O)c2ccccc2c1=O,1,18,0.8,-0.1,-9,1.1,-1,2.2,-1,1.1,-34
O=C(Cc1cccs1)N/N=C/C=C\c1ccccc1[N+](=O)[O-],1,10,0.2,-0.2,-10,1,12,4.1,3,1,-15
COc1ccccc1C(=O)Nc1ccc(NC(=O)c2ccco2)c(C)c1,1,22,2.0,0.1,3,1,-12,-0.5,3,1,x
COC(=O)c1cc2ccsc2n1Cc1nc(-c2ccc(Cl)cc2)oc1C,0.9,-7,-0.6,-0.1,99*,1,-6,4.8,15,1,x
O=C(CSc1ccc2ccccc2c1)NCCc1ccc(O)c(O)c1,0.5,20,0.1,0.4,12,0.7,1,-0.1,48,0.5,-16
Cc1ccc(S(=O)(=O)CCC(=O)OCc2ccc(Cl)c(Cl)c2)cc1,0.8,-17,0.0,-0.4,-1,0.9,-10,2.9,19,0.8,-30
Nc1nc2c([N+](=O)[O-])cccc2s1,1,4,-2.1,-0.1,-3,1,-2,1.2,-1,1,8
CCc1ccc(S(=O)(=O)NC(CC(=O)O)c2ccccc2)cc1 (stereo unspecified),0.9,-1,-2.3,-0.2,0,1.1,10,-0.1,5,1.1,-13
CCCNC(=O)c1c(N)n(-c2ccc3c(c2)OCO3)c2nc3ccccc3nc12,0.8,7,-0.4,1.0,-3,0.6,1,5.3,16,0.9,4
O=C(Nc1ccc(N2CCOCC2)c(Cl)c1)c1cc(F)c(F)cc1Cl,0.8,7,-0.1,-0.2,-1,1,6,1.1,16,1,x
CCOC(=O)C1CCN(C(=O)CN(c2cccc(OC)c2)S(=O)(=O)c2ccccc2)CC1,0.8,5,0.3,0.1,-7,1,8,-1.0,17,0.9,-4
COc1cccc(C(=O)N/N=C2\SCC(=O)N2Cc2ccc3c(c2)OCO3)c1,0.9,-12,1.6,0.2,-2,1,-6,0.9,6,0.9,x
Cc1nc(CN2CCOCC2)cc(=O)[nH]1,1,2,-2.9,-0.5,0,0.9,8,1.4,0,1,x
O=C(COC(=O)/C=C/c1ccccc1)NCc1ccccc1Cl,0.9,-1,-0.2,-0.2,-7,1,-9,2.4,9,1,-19
CCOC(=O)C1CCN(CCC(=O)Nc2ccccc2)CC1,0.9,1,-1.3,-0.4,79*,1,-7,-0.6,6,0.9,x
NNc1nc2cccnc2n(CCNc2ncc(C(F)(F)F)cc2Cl)c1=O,1.1,4,11,-0.2,-7,1,1,1.4,-10,1.1,-9
COCCN(C(=O)Cn1nnc2ccccc21)C(C(=O)NC1CCCC1)c1ccc(OC)cc1OC (stereo unspecified),1.1,10,0.7,-0.1,2,1,7,2.8,-8,1.1,x
O=C(C[n+]1cc(-c2ccccc2)n2c1CCC2)N1c2ccccc2Sc2ccccc21,0.8,-4,2.3,-0.4,31,1,-7,1.1,16,1,-2
C/C(Cl)=C/CSc1nc2c(c(=O)[nH]c(=O)n2C)n1C(C)C,1,9,-0.1,-0.1,0,1.1,5,0.4,3,1.2,-9
C(=C\c1nc(-c2ccccc2)no1)/c1ccccc1,0.9,-21,0.1,-0.2,-8,1,5,1.6,12,0.9,0
CCOC(=O)c1ccc(NC(=O)CN2C(=O)CSC(C)C2=O)cc1 (stereo unspecified),0.8,8,0.0,-0.3,0,0.8,-12,2.2,19,0.7,-5
Cc1ccc(CN(Cc2cccnc2)C(=S)Nc2cc(Cl)ccc2C)cc1,0.9,-6,0.8,0.1,94*,1,10,1.7,12,1,6
O=C(CCc1ccc(S(=O)(=O)NC2CCCCC2)cc1)NCc1cccnc1,0.9,4,-0.6,0.4,14,1.1,-7,-0.5,10,1,-5
COc1ccc(C(=O)NC2CCN(CC(=O)Nc3cccc(C)c3)CC2)cc1OC,0.9,6,-0.2,0.0,4,1.1,10,-0.7,9,1,x
# Carrying on:
SMILES,Diaphorase act,G6PDH counter,DTT redox prof,Hsp70 activator,L major viab,PMI act hi M6P,TLR4-MyD88 BLA,RAM inhibit,Diaphorase inh,PMI activator,S1P3 antagonist
COc1ccc(-c2cc(-c3n[nH]c(=S)n3-c3ccccc3OC)[nH]n2)cc1,0.7,-2,0.6,-0.1,25,1,1,1.9,28,1,0
O=C(O)C(CCCCN1C(=O)C2C3C=CC(C3)C2C1=O)N1C(=O)C2C3C=CC(C3)C2C1=O (stereo unspecified),1,3,3.2,-0.2,11,1.1,-4,1.2,4,1,-5
O=C(c1ccccc1)c1c[nH]c(C(=O)NNc2ccccc2)c1,0.9,1,0.1,0.1,89*,2.3*,-11,3.2,8,1.7,10
COc1ccc(/C=C2\SC(=O)N(CC(=O)NNC(=O)c3ccccc3O)C2=O)cc1OC,1,1,0.0,-0.2,-11,1.1,-13,-0.2,0,0.9,-5
COC(=O)c1cc2c(C)c(C)c3ccccn3c-2c1C(=O)OC,0.9,1,0.4,-0.3,5,1.1,-7,1.0,12,1,x
O=C1COc2ccc(C(=O)CSc3nnc(-c4cccs4)n3Cc3ccccc3)cc2N1,0.8,-1,1.6,-0.4,-2,1.1,-3,1.8,16,1.1,0
O=C(C1Cc2ccccc2CN1S(=O)(=O)c1cccs1)N1CCCCC1 (stereo unspecified),0.8,3,2.2,-0.1,20,0.9,9,3.0,16,0.8,18
CCOC(=O)N1CCN(S(=O)(=O)c2cc(OCC(=O)NC3CCCCC3)c(C)cc2Cl)CC1,0.8,2,1.0,-0.4,64*,1,-1,1.5,17,0.9,x
